Assay outcomes (PubChem)
KB-V1 MDR tox – KB-V1 MDR subline cytotoxicity. KB-V1 MDR cells viability, CellTiter-Glo, 72 h. actives 3.4% (n = 400,000). Potency, µM (highest dose often 46.1 µM), inactives show top-dose activity change, negative = cytotoxicity, usual class: cytotoxic; also: nearly all actives have a fitted effect of over 60% in size
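KB-V1 cells (P-gp-expressing MDR subline of KB-3-1) in phenol-red-free DMEM with 10% FBS were exposed to library compounds over a concentration series for 72 h at 37 degrees C. Viability read by CellTiter-Glo luminescence; concentration-effect curves fitted after normalization.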
ATXN2 expr inh – inhibitors of ATXN2 expression. HEK-293 ATXN2-luciferase reporter, luminescence, 24 h. Potency, µM (series often up to 57 µM), without a hit: at the top dose activity change, negative = inhibition, most hits filed as inhibitors. actives 0.72% (n = 360,000); also: nearly all actives have a fitted effect of over 55% in size
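ATXN2-luciferase reporter cells (luciferase flanked by upstream and downstream ATXN2 gene portions) were treated 24 h at 37 °C with compounds at up to 57 uM. SteadyGlo luminescence gave expression; GF-AFC fluorescence gave viability.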
KB-3-1 cytotox – kills parental KB-3-1 adenocarcinoma cells; KB-3-1 viability, CellTiter-Glo ATP luminescence, 72 h; Potency, µM (highest dose often 46.1 µM), without a hit: at the highest dose activity change, negative = cytotoxic, usual class: cytotoxic; actives 1.4% (n = 400,000); AID 1347075; also: nearly all actives have a fitted effect of over 60% in size
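Here the drug-naive KB-3-1 line serves as comparator for MDR sub-line selectivity; cells received compound titrations, 72 h at 37 °C, then CellTiter-Glo readout.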
Numbers without * were called inactive; ? = inconclusive. Calls follow the shape of the dose curve; as a rule, active = well fitted curve in the direction sought with a large enough effect; inconclusive = small, poorly fitted or top-dose-only effect, or another doubt; inactive = no such curve, though single readings can be large; an effect the other way counts as inactive or inconclusive. % is scaled to controls: 0 for no effect and ±100 for the full control effect; potency is read from the fitted curve at half-maximal effect. This is a subset. The share of hits here may be higher or lower than overall.

SMILES | KB-V1 MDR tox | ATXN2 expr inh | KB-3-1 cytotox
CC(C(=O)NCc1ccccc1F)n1ccc2cc(S(=O)(=O)N3CCCC3)ccc21 (stereo not given) | -3% | -18% | -6%
COc1ccc(CCNC(=O)Cn2c(=O)n(-c3ccc(OC)c(OC)c3)c(=O)c3ccccc32)cc1OC | ? | -1% | 0%
Cc1oc(-c2cccc(Cl)c2)nc1CS(=O)(=O)CC(=O)NCc1ccccc1Cl | 3% | 1% | -21%
COc1ccc(Nc2c3c(nc4ccccc24)CCC3)cc1Cl | ? | ? | -10%
CCc1ccc(S(=O)(=O)c2nnn3c2nc(N(C)Cc2ccccc2)c2cc(Cl)ccc23)cc1 | ? | 5% | 2%
CCc1ccccc1NC(=O)CN(C)S(=O)(=O)c1cccc2nsnc12 | -23% | -2% | 0%
COc1ccc(-c2nc3sc(CCNC(=O)c4ccco4)c(C)n3n2)cc1 | ? | ? | -17%
CCOC(=O)c1c(NC(=O)C(C)Sc2cn(CCNC(=O)c3ccc(OC)cc3)c3ccccc23)sc2c1CCC2 (stereo not given) | 7% | 22% | -7%
CCCN1CCc2nc(N3CCN(C)CC3)ncc2C1 | ? | -2% | 0%
O=c1c2oc3ccccc3c2n(Cc2cccc(Cl)c2)c(=O)n1Cc1ccco1 | 6% | -20% | ?
COc1ccccc1N1CCN(S(=O)(=O)c2c(C)sc3ncn(CC(=O)N(C)c4ccc(Cl)cc4)c(=O)c23)CC1 | -5% | 1% | 1%
CCCc1ccc(OCC(=O)Nc2sc3c(c2C(=O)OCC)CCC(C(C)(C)C)C3)cc1 (stereo not given) | 0% | 5% | 8%
COc1ccccc1NC(=O)CSc1nc2c(oc3ccccc32)c(=O)n1-c1ccccc1F | 14% | 3% | 11%
Cc1nc(N2CCCC2)ncc1C(=O)Nc1ccc(OC(F)(F)F)cc1 | -19% | -17% | -23%
CCOc1ccc(C2CC(=O)Nc3c2c(=O)nc(SCc2ccccc2C)n3C)cc1OC (stereo not given) | 22% | 7% | -1%
CC(C)c1ccc(NC(=O)c2cc3c(=O)[nH]c4ccccc4c3n2C)cc1 | ? | -16% | -1%
Cc1ccc(-n2nc(C(=O)Nc3ccc(C)c(F)c3)c3c4ccccc4n(C)c3c2=O)cc1 | 15% | 3% | 5%
Cc1ccc(C)c(NC(=O)N(C)CCc2c(C)nn(C)c2C)c1 | -1% | 6% | -3%
COc1ccc(-n2nc3ccc(NC(=O)c4c(OC)cccc4OC)cc3n2)cc1 | -5% | 13% | -13%
CCc1nn(CC(=O)NCCCOC)c(=O)c2cc3occc3n12 | -4% | 8% | -3%
CCOC(=O)c1ccc(NC(=O)CCCc2nc(-c3cc(OC)c(OC)c(OC)c3)no2)cc1 | 0% | 9% | 7%
COc1ccc(C2=C(N3CCN(c4cc(C)ccc4C)CC3)c3ccccc3C2=O)cc1 | 0% | -12% | -2%
COc1ccc(CNC(=O)c2nc(Cn3nc(C)c(Br)c3C)no2)cc1OC | 0% | -10% | 0%
COc1ccc(-c2nc3ccccc3o2)cc1NC(=O)c1cccnc1 | ? | 0% | 24%
CC(=O)N1c2c(cc(Br)cc2S(=O)(=O)N2CCN(c3cccc(Cl)c3)CC2)CC1C (stereo not given) | -9% | 5% | -8%
Cc1cc(C)cc(NC(=O)c2cc(CN3CCCC3)on2)c1 | 0% | 25% | 0%
Cc1cc(N2CCC(C)CC2)nc2ccc(NC(=O)Cc3c(F)cccc3Cl)cc12 | 14% | 0% | -28%
CCCOc1ccc(-c2nc(N3CCCCC3)c3ccccc3n2)cc1 | 7% | 7% | 4%
Cc1nc(SCc2ccccc2Cl)c(C#N)c(C)c1C | ? | 3% | 3%
Clc1cccc(-n2ncc3c(N4CCC(Cc5ccccc5)CC4)ncnc32)c1 | 3% | -5% | -2%
Cc1oc(-c2ccc(C(=O)NC(C)c3ccccc3)cc2)nc1CS(=O)(=O)c1ccccc1 (stereo not given) | -2% | -5% | 0%
Cc1ccc(CNC(=O)c2cc(=O)c3cc(C)cc(C)c3o2)cc1 | 0% | -1% | 14%
COc1cccc(N2CCN(C(=O)c3cnc4c(C)cccn4c3=O)CC2)c1 | ? | 6% | 3%
Cc1ccc2c(c1)c1c(c(=O)n(-c3ccccc3C)c(=O)n1CC(=O)N1CCCC1)n2C | 12% | 9% | 5%
